Casp6 inh: inhibitors of human caspase-6; P55212; purified caspase-6, Z-VEID-R110 cleavage fluorescence; inhibition, % at 12.5 µM; actives 0.53% (n = 350,000); AID 686996;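 active = mean inhibition across replicates at least about 35%, with every replicate also reaching that limit, limit read from the data; inconclusive = only one of the two criteria met; inactive = neither criterion met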;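 note: 0% = median of neutral control wells and 100% = no fluorescence left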
Target sequence (P55212 24-179 limits assumed): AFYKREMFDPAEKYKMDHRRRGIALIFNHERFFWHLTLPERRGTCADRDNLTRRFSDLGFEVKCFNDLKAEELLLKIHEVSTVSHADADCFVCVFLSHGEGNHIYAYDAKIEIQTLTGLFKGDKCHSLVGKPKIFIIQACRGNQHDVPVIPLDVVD
Target sequence (P55212 194-293 limits assumed): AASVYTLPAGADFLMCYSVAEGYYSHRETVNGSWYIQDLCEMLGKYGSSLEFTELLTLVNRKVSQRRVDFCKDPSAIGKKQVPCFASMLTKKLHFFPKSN
SIRT5 block: blocks human SIRT5 desuccinylation of peptide; Purified SirT5, succinyl-peptide AMC, trypsin-coupled fluorescence; inhibition, % at 15 µM; AID 652115; actives 1.1% (n = 330,000); in the data active = inhibition above about 15%; inconclusive = no clear call, values can overlap the other calls
Target sequence (Q9NXA8 whole entry, looked up): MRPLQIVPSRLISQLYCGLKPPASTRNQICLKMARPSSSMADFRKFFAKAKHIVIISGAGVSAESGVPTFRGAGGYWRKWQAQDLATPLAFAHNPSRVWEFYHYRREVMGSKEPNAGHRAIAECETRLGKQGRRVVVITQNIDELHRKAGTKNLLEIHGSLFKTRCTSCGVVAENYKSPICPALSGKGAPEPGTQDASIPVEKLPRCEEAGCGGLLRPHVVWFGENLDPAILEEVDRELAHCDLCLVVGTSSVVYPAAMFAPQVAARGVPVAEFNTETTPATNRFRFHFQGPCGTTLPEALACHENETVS
ERAP1 HTS inh: inhibitors of human ERAP1 aminopeptidase | inhibition, % at 10.7 µM | actives 0.15% (n = 340,000) | Q9NZ08 | recombinant ERAP1, Leu-AMC fluorescence, 60 min | AID 652197;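 active = mean replicate inhibition of at least 30%, or all replicates individually reaching that 30% level; inactive = mean below 30% and not every replicate reaching it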;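 note: 0% = neutral control wells and 100% = L-leucinethiol positive control wells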
DENV2 CPE rescue: DENV2-induced cell death inhibition; CPE inhibition, % at 9.99 µM; DENV2-infected cells, cytopathic effect rescue, plate reader; AID 651640; actives 1.7% (n = 350,000); in the data active = CPE inhibition above about 20%, passing the limit was not always enough; inconclusive = no clear call, values can overlap the other calls; tested in BHK-21 cells;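 note: 0% = median of neutral control wells and 100% = median of positive control wells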
ERp5 block: ERp5 (human) disulfide isomerase inhibition; AID 651711; inhibition, % at 9.99 µM; Q15084; actives 0.05% (n = 350,000); ERp5 insulin aggregation, absorbance 650 nm, 90 min;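 active = mean replicate inhibition above about 25%, with every replicate also reaching it, limit read from the data, passing the limit was not always enough; inconclusive = only one of those two criteria met; inactive = neither criterion met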
Target sequence (Q15084 whole entry, looked up): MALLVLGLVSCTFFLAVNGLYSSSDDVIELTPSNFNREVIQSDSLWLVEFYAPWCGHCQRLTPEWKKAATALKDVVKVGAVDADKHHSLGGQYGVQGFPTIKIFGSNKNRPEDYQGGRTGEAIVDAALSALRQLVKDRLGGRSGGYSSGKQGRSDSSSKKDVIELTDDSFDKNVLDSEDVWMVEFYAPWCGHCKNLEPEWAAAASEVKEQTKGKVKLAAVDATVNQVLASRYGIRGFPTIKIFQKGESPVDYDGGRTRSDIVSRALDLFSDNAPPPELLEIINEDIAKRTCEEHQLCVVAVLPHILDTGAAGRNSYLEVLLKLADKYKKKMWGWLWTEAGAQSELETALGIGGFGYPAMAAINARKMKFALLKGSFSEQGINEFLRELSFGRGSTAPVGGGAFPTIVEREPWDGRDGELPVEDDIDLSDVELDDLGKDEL
CFTR F508del cor: CFTR F508del correction in bronchial cells; CFBE cells, YFP halide quenching; stimulated with forskolin plus potentiator P3; % fluorescence drop versus neutral controls; activity (quench increase), % at 7.58 µM; actives 0.36% (n = 350,000); AID 720511;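 active = mean added fluorescence quench of at least 8% versus neutral control, with both replicates also reaching 8%; inconclusive = only one of the mean or replicate conditions met; inactive = mean below 8% and not both replicates reaching 8%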;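 note: cells transiently co-express mutant CFTR-F508del with the halide-sensitive YFP; corrector assay measuring rescue of mutant channel to the surface after 24 h compound exposure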
miR122 inh: blocks miR-122 activity in Huh7 sensor cells; Huh7 miR-122 Renilla luciferase sensor, 48 h; neutral wells = 0, positive control = 100; activation (reporter increase), % at 12.5 µM; actives 0.3% (n = 340,000);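 active = mean replicate activation score at least 90 and every replicate individually at or above 90; inconclusive = only one of the two criteria met; inactive = neither criterion met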;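 note: higher luciferase means less miR-122 activity so hits act as miR-122 inhibitors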
Active calls of the source: *; ? = inconclusive; · = no result given; [ ] = dose if it differs, or a comment.

SMILES | Casp6 inh | SIRT5 block | ERAP1 HTS inh | DENV2 CPE rescue | ERp5 block | CFTR F508del cor | miR122 inh
O=C(Nc1ccc2c(c1)[C@@H]1C[C@@H](CC(=O)N3CCc4ccccc4C3)O[C@H](CO)[C@@H]1O2)C1CCC1 | 2 | 1 | 1 | 5 | -5 | -2.7 | 4[16.7 µM]
Cc1ccc(NC(=O)CN(C)C(=O)COc2ncnc3ccc(Br)cc23)cc1 | -2 | -4 | 2 | 6 | 4 | -0.1 | -5
Cc1cc(C(=O)N2CCCC(N3CCN(c4cccc(C(F)(F)F)c4)CC3)C2)no1 (configuration not stated) | 1 | 0 | -6 | ? | 2 | 0.6 | 5
O=C(NC1CCCCCC1)C1CCN(S(=O)(=O)c2cnc[nH]2)CC1 | -1 | 0 | 1 | 5 | 3 | 2.1 | ·
CC(C)(C)NC(=O)NC(=O)CN1C(=O)NC(c2ccccc2)(c2ccccc2)C1=O | 18 | -1 | 1 | -4 | -2 | -1.7 | ·
O=C(Nc1ccccc1F)N1C[C@@H]2[C@H](c3ccccc31)[C@@H](CO)N2C(=O)Nc1ccccc1 | -1 | -1 | 0 | -2 | -2 | -2.4 | 50[16.7 µM]
O=C(c1ccoc1)N1CCCC(N2CCN(c3cccc(C(F)(F)F)c3)CC2)C1 (configuration not stated) | 3 | 0 | 5 | -2 | -1 | -1.2 | 4
CC(C)CN1CN(Cc2ccccc2)CNC1=S | 0 | -3 | -1 | -5 | 8 | -0.5 | ·
CC1=C/C(=C(/c2cc(C)c(O)c(Br)c2)c2ccccc2S(=O)(=O)O)C=C(Br)C1=O | 14 | 14 | 2 | 17 | -3 | 2.8 | ·
Cc1cccc(N(C(=O)c2snc(C(N)=O)c2N)C(C(=O)NCc2ccccc2)c2ccncc2)c1 (configuration not stated) | -1 | 0 | -6 | -2 | -5 | 0.8 | 5
CCCC(=O)Nc1ccc2c(c1)OC[C@H](C)N(C(=O)CC)C[C@@H](C)[C@@H](OC)CN(C)C2=O | 0 | -5 | -1 | 10 | 2 | -2.4 | 5[16.7 µM]
CC(C)NC(=O)Nc1ccc2c(c1)C(=O)N([C@@H](C)CO)C[C@H](C)[C@H](CN(C)S(=O)(=O)c1cn(C)cn1)OCCCC[C@@H](C)O2 | -4 | -4 | -1 | -4 | 0 | 1.3 | 4[16.7 µM]
COc1cc(CNCCO)ccc1OCCc1ccccc1 | -5 | 0 | 0 | 4 | 1 | -0.9 | ·
CCCCCC(=O)NN=C1CCN(Cc2ccccc2)CC1 | 3 | -3 | 2 | 4 | 3 | · | 8
C[C@H]1CN([C@@H](C)CO)C(=O)Cc2cc(NC(=O)Nc3ccc4c(c3)OCO4)ccc2O[C@@H]1CN(C)CC1CC1 | -1 | 1 | -2 | -4 | 2 | 2.8 | -6[16.7 µM]
C[C@@H]1CN([C@H](C)CO)C(=O)c2ccccc2-c2ccccc2CO[C@@H]1CN(C)Cc1ccc(F)cc1 | 0 | 5 | -1 | -5 | -4 | 1.4 | ·
COC(=O)c1cc(-c2ccc(OC)cc2F)nc2nc(SC)[nH]c(=O)c12 | -3 | -16 | 3 | -6 | 7 | 1.3 | 12
Cn1nc(CC(=O)NCc2ccc(F)cc2)c2ccccc2c1=O | 0 | · | · | -7 | 1 | -2.3 | 0
C[C@@H]1CN([C@@H](C)CO)C(=O)c2cc(NC(=O)C3CCCCC3)ccc2O[C@@H](C)CCCCO[C@H]1CN(C)C(=O)Nc1ccccc1 | 3 | -2 | 1 | -15 | 6 | 0.7 | -7[16.7 µM]
CO[C@@H]1CN(C)C(=O)c2cc(NC(=O)C3CC3)ccc2OC[C@H](C)N(C(=O)C2CCOCC2)C[C@@H]1C | 2 | -3 | -4 | -1 | 6 | 2.4 | ·

Some of the entries so far, tab-delimited:
molecule	Casp6 inh	SIRT5 block	ERAP1 HTS inh	DENV2 CPE rescue	ERp5 block	CFTR F508del cor	miR122 inh
COC(=O)c1cc(-c2ccc(OC)cc2F)nc2nc(SC)[nH]c(=O)c12	-3	-16	3	-6	7	1.3	12
CCCC(=O)Nc1ccc2c(c1)OC[C@H](C)N(C(=O)CC)C[C@@H](C)[C@@H](OC)CN(C)C2=O	0	-5	-1	10	2	-2.4	5[16.7 µM]

Continuation.
SMILES | Casp6 inh | SIRT5 block | ERAP1 HTS inh | DENV2 CPE rescue | ERp5 block | CFTR F508del cor | miR122 inh
C[C@H](O)[C@@H]1CN2CCc3c([nH]c4ccccc34)[C@@H]2C[C@@H]1N(C)Cc1cc(Cl)cc(Cl)c1 | -1 | -3 | · | 3 | -2 | 0.5 | 8
CC(C)=CCOc1ccc([C@@H]2COc3c(ccc4c3C=CC(C)(C)O4)C2)c(O)c1 | -7 | 2 | 0 | -14 | 8 | 2.0 | -3
COc1ccccc1CNC(=O)C(=O)NCC1CCCN1S(=O)(=O)c1cc(C)ccc1C (configuration not stated) | 3 | · | 11 | 0 | 6 | 2.4 | -6
COc1ccc(Br)cc1C(=O)Nc1ccc(N2CCCC2)cc1 | -2 | 4 | -1 | 6 | 2 | -0.2 | 13
CCc1cccc2c(C=C(C#N)C#N)cn(CC(=O)N3CCCCC3)c12 | 2 | -8 | 1 | 2 | 0 | -1.5 | -1
COC(=O)[C@H](CCSC)NC(=O)Cn1cnc2c(OCc3ccccc3)ncnc21 | 0 | 0 | 0 | -4 | -7 | -1.0 | -2
CC(C)c1ccc(NC(=O)N2CCc3nc(NCc4cccc(Oc5ccccc5)c4)ncc3C2)cc1 | -4 | -1 | -3 | 8 | 1 | 0.1 | -5
COC(=O)c1sc(C(F)(F)F)c(-c2ccccc2)c1S(=O)(=O)N1CCCC1 | 7 | -1 | -1 | -2 | 5 | -0.7 | ·
O=C(NNC(=O)c1cc(-c2ccncc2)nc2ccccc12)c1ccccc1O | 2 | -2 | 3 | 0 | 1 | 2.2 | 13
CC(C)(C)c1ccc(C(=O)NCC(=O)N2CCC3(CC2)NCCc2[nH]cnc23)cc1 | 1 | 2 | 2 | -4 | -1 | 1.1 | -1
Cc1ccccc1S(=O)(=O)N[C@H]1CC[C@H](CCNS(=O)(=O)c2cccc(F)c2)O[C@@H]1CO | 1 | -2 | 0 | -2 | -2 | -4.4 | ·
Cc1cccn2c(=O)c3cc(C(N)=S)c(=N)n(CCCN4CCOCC4)c3nc12 | -16 | · | · | 7 | -7 | 2.4 | ·
O=C(c1cc(-c2cccc(O)c2)on1)N1CCc2ccccc2C1 | 1 | · | -1 | -5 | 2 | 1.5 | ·
COc1ccc(NC(=O)Nc2ccc3c(c2)C(=O)N([C@@H](C)CO)C[C@@H](C)[C@H](CN(C)Cc2ccc(Cl)c(Cl)c2)O3)cc1 | 0 | 1 | 1 | 1 | 8 | 3.8 | -5[16.7 µM]
C[C@@H]1CN([C@@H](C)CO)C(=O)Cc2cc(NS(=O)(=O)c3cccs3)ccc2O[C@@H]1CN(C)C | 1 | 0 | 2 | 6 | 3 | -2.0 | -6[16.7 µM]
O=C(CCC(=O)N(CC(=O)NC1CCCCC1)Cc1cccs1)Nc1ccccn1 | -2 | -2 | -3 | -2 | 0 | -0.8 | ·
OC(c1ccccc1)(c1ccccc1)C1CCN(CCCOc2ccc(-c3ccsc3)cc2)CC1 | 3 | 6 | 0 | 10 | -1 | -2.1 | ·
COc1ccc(C2=Nc3ccccc3N(C(=O)c3ccncc3)C2C(=O)NC(C)C)cc1 (configuration not stated) | 4 | 3 | · | 59* | -2 | -3.7 | ·
CNC(=O)C[C@@H]1CC[C@H]2[C@@H](COc3ccc(NC(=O)c4cc(C)on4)cc3C(=O)N2C)O1 | · | · | · | 2 | · | 2.4 | 54[16.7 µM]
COc1ccc(NC(=O)Nc2ccc3c(c2)C(=O)N([C@@H](C)CO)C[C@H](C)[C@@H](CN(C)C(=O)Nc2ccc(OC)cc2)O3)cc1 | -2 | 0 | -1 | -2 | 5 | -0.3 | 12[16.7 µM]
COc1ccccc1-c1cccc(-c2nc(C(=O)N3CCN(C)CC3)cc3c2[C@@H](CCO)N([S@](=O)C(C)(C)C)C3)c1 | -2 | 2 | 1 | -4 | 3 | -2.1 | ·
CC(C)NC(=O)N(C)C[C@@H]1Oc2ccc(NS(=O)(=O)c3ccc(Cl)cc3)cc2C(=O)N([C@@H](C)CO)C[C@@H]1C | 0 | -3 | 1 | 11 | -1 | 0.2 | 3[16.7 µM]
O=c1c2ccccc2c(-c2cccc(C(F)(F)F)c2)nn1-c1ccccc1 | 0 | -1 | 7 | 0 | -2 | -2.2 | -11
C[C@@H]1CN([C@H](C)CO)C(=O)c2cc(NC(=O)C3CC3)ccc2O[C@H]1CN(C)C(=O)NC1CCCCC1 | 2 | 4 | -1 | -7 | 7 | 0.4 | -7[16.7 µM]
COC(=O)[C@@]1(Cc2ccc(F)cc2)[C@H]2c3cc(C(=O)N(C)C)n(Cc4ccc(OC)c(OC)c4)c3C[C@H]2CN1C(=O)c1ccccc1 | 2 | · | -3 | 12 | 1 | 2.0 | ·
Cc1ccc(S(=O)(=O)NC(C)C(=O)OCC(=O)N(C)c2ccccc2)cc1 (configuration not stated) | -2 | -2 | -2 | 7 | 16 | -1.2 | 7
CCC(OC(=O)c1nsc(Cl)c1Cl)C(=O)NC(C)(C)CC (configuration not stated) | -3 | 1 | -1 | 10 | -7 | -2.4 | -6
CCCC(=O)NC(=S)Nc1nc(-c2ccc(OC)cc2)cs1 | -1 | -2 | 1 | -7 | -8 | 1.7 | ·
Cn1cc(S(=O)(=O)NCc2ccc(F)cc2)c(=O)n(C)c1=O | 5 | 2 | 1 | -3 | -14 | -2.5 | -1
CS(=O)(=O)N1CCN(C(=O)c2ccc(F)cc2)CC1 | -1 | 1 | -1 | 5 | 0 | -0.3 | -8
CCCNC(=O)Nc1ccc2c(c1)OC[C@H](C)N(Cc1ccccn1)C[C@H](C)[C@H](OC)CN(C)C2=O | 1 | -1 | 1 | -3 | 3 | 1.2 | ·
C[C@@H]1CCCCO[C@@H](CN(C)S(C)(=O)=O)[C@H](C)CN([C@@H](C)CO)C(=O)c2cc(NC(=O)Nc3ccc(F)cc3)ccc2O1 | · | · | · | -4 | · | 0.4 | 13[16.7 µM]
CCc1ccc([C@H]2C(C(=O)O)=C[C@@H](CC)N2S(=O)(=O)c2ccc(C)cc2)cc1 | 2 | -2 | -2 | 11 | 5 | -0.9 | ·
N#CCCN(Cc1cccnc1)S(=O)(=O)c1ccc(S(=O)(=O)N2CCCCCC2)cc1 | -1 | -1 | -4 | -2 | -3 | -0.4 | ·
Cc1nc(CSc2ccccc2)cc(=O)[nH]1 | -3 | 4 | 10 | 15 | -5 | · | 15
CCOC(=O)C1CCN(C(=O)CCNS(=O)(=O)c2ccc(C)cc2)CC1 | -1 | -2 | 0 | 8 | 1 | -0.6 | -7
C#CCOCCOCCOCCNc1nc(N2CCN(C(=O)[C@H]([C@@H](C)CC)n3cc([C@@H](N)CC(C)C)nn3)CC2)nc(N2CCN(C(=O)[C@H](Cc3ccc(O)cc3)n3cc([C@@H](N)CC(C)C)nn3)CC2)n1 | -24 | 3 | -4 | 19 | 0 | -0.7 | ·
CCOC(=O)c1c(C)[nH]c(/C(C)=N/NC(=O)c2cccnc2)c1C | 14 | · | -5 | 7 | 3 | 1.0 | -2
O=C([C@@H]1[C@@H](CO)[C@@H]2Cn3c(ccc(-c4cccnc4)c3=O)[C@H]1N2CCC(F)(F)F)N1CCCCC1 | -3 | -1 | 0 | -6 | 16 | -0.4 | 5[16.7 µM]
O=C(Nc1cccc(F)c1)C1C2C=CC3(CN(CCCN4CCOCC4)C(=O)C13)O2 (configuration not stated) | 1 | 8 | 6 | 0 | -3 | 2.3 | ·
C[C@H]1CCCCO[C@H](CN(C)C(=O)NC2CCCCC2)[C@@H](C)CN([C@@H](C)CO)C(=O)c2cc(NC(=O)C3CCCCC3)ccc2O1 | 3 | 8 | 5 | -4 | 1 | -4.7 | -15[16.7 µM]
CO[C@H]1CN(C)C(=O)c2ccc(NC(C)=O)cc2OC[C@@H](C)N(C(=O)Cc2cccnc2)C[C@H]1C | -1 | -1 | 0 | 4 | -3 | 0.4 | ·

High-throughput results: PubChem, Broad Institute
